Bioassay records as filed in PubChem.
p47phox inh: p47phox (human) inhibition; p47phox/p22phox peptide binding, fluorescence polarization, 2 h; inhibition, % at 24.7 µM; 220,000 tested, 0.53% active;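 active = inhibition above about 30%, limit read from the data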;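 also: 0% = p47phox with labelled peptide and 100% = labelled peptide alone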
L929 necroptosis: blocks zVAD induced death of L929 cells | L929 zVAD necroptosis rescue, ATP luminescence, 24 h; with zVAD 60 µM | viability rescue, % at 10 µM | 220,000 tested, 0.38% active | AID 1377;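 active = activation, scaled between plate controls, above about 75%, limit read from the data; inactive = activation under that limit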;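 also: 0% = zVAD with DMSO and 100% = DMSO alone without zVAD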
14-3-3 Bad PPI: disrupts binding of bovine 14-3-3 zeta to phospho-Bad peptide. P63103. 220,000 tested, 0.71% active. AID 781. TR-FRET 14-3-3zeta/Dy647-pBad peptide displacement, 1 h. inhibition, % at 21.7 µM;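 active = inhibition above about 70%, limit read from the data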;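 also: 0% = full 14-3-3 plus peptide FRET controls and 100% = background without 14-3-3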
Target sequence (P63103 whole entry, looked up): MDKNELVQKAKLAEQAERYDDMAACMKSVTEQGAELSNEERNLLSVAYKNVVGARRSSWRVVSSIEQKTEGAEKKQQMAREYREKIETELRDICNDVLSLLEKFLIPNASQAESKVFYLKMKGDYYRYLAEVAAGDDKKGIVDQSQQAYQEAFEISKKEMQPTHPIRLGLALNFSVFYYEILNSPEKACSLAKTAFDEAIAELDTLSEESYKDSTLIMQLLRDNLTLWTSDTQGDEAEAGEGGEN
Runt-SMMHC FRET: Runt domain-CBFb-SMMHC interaction inhibition. Q01196+Q13951. Cerulean-Runt/Venus-CBFb-SMMHC FRET ratio 530/480, 1 h. inhibition, % at 20 µM. 220,000 tested, 0.74% active. AID 1434;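 active = mean inhibition across duplicate retests at 20 µM reaching about 50%, limit read from the data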;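 also: 0% = DMSO wells and 100% = wells with excess untagged CBFb-SMMHC; inhibitors lower the FRET ratio by blocking Runt binding to CBFb-SMMHC; some results filed as inactive read as strong as hits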
Target sequence (Q01196 whole entry, looked up, the tested form may be a part): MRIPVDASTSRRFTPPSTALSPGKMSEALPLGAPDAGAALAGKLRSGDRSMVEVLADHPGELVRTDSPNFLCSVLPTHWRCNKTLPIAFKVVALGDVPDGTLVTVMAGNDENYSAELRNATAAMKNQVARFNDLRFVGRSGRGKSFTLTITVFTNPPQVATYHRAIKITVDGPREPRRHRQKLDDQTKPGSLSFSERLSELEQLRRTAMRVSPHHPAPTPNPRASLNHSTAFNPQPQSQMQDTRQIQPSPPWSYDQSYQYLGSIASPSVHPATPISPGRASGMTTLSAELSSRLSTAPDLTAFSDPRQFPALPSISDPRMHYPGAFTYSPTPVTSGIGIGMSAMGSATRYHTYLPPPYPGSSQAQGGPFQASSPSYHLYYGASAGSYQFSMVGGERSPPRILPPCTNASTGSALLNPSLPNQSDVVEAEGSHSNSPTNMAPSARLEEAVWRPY
Target sequence (Q13951 whole entry, looked up, the tested form may be a part): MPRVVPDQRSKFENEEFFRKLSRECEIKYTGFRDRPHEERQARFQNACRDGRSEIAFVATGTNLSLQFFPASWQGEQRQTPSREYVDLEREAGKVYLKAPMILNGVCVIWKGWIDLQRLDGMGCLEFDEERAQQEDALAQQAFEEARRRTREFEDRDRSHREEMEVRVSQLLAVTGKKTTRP
Hck-Nef inh: human Hck-Nef kinase inhibition; Recombinant Hck-YEEI plus Nef, Z-Lyte FRET kinase assay; 220,000 tested, 0.68% active; AID 463187; P08631; inhibition, % at 20 µM;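 active = Hck-Nef kinase inhibition above about 50%, limit read from the data; inactive = inhibition below that limit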;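 also: 0% = DMSO with Hck plus Nef and 100% = Hck alone without Nef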
EBV gp42 block: EBV gp42 inhibition | Fluorescence polarization binding assay, mP read-out | inhibition, % (tested at 21.74 µM) | 220,000 tested, 0.42% active; in the data active = inhibition above about 50%
Tb hexokinase: blocks Trypanosoma brucei hexokinase 1 activity | recombinant TbHK1, G6PDH-coupled NADH A340 | 220,000 tested, 0.11% active | inhibition, % at 10 µM;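 active = inhibition of 50% or more in the single-dose primary screen; inactive = inhibition below 50%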
MDM2 E3 inh: Mdm2 E3 ligase (human) inhibition. Q00987. cell-based MDM2 ubiquitination luciferase reporter, 2 h; 0 = plate control, 100 = twice control, blank-subtracted. signal enhancement, % at 5 µM. 210,000 tested, 0.11% active;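 active = signal enhancement of 30% or more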;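 also: luminescence tracks abundance of the self-degrading MDM2-luciferase fusion protein; higher signal means inhibition of MDM2 E3 ligase activity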
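Assay system: mammalian cells stably expressing self-ubiquitinating, self-degrading MDM2 E3–luciferase fusion. Quantity: 2000 cells in each well. Medium: DMEM culture medium. Compound dosing: single-point 5 µM. Timing: cell settling 4 h, compound treatment 2 h, both 37 °C. Technique: luciferase luminescence. Read-out basis: percent signal gain over controls, blank-subtracted. Benchmarks: plate controls and plate blanks.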
Runt-CBFb FRET: blocks binding of human RUNX1 Runt domain to CBFb; Q01196+Q13951; Cerulean-Runt/Venus-CBFb FRET ratio 530/480, 1 h; inhibition, % at 20 µM; 220,000 tested, 0.46% active; AID 1496;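 active = inhibition over about 50% at 20 µM in the single-dose screen, limit read from the data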;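 also: 0% = DMSO wells and 100% = excess unlabeled CBFb competitor control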
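test system = Cerulean-tagged RUNX1 Runt domain (FRET donor) fusion protein | reagent = Venus-CBFb binding partner, 100 nM | incubation = protein complex preformed 1 h, compound exposure 1 h, room temperature, dark | detection = FRET fluorescence | read-out basis = loss of energy transfer signal | controls = 5 µM unlabeled CBFb as full-inhibition high control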
The depositor's hits bear a star; / = not tested or not shown; [ ] = another dose, or the depositor's remark.

SMILES	p47phox inh	L929 necroptosis	14-3-3 Bad PPI	Runt-SMMHC FRET	Hck-Nef inh	EBV gp42 block	Tb hexokinase	MDM2 E3 inh	Runt-CBFb FRET
CC(=O)Oc1cccc(/C=C2\Sc3ccccc3C2=O)c1	-11	0.7	-5	-40	8	-6	-17	-3	-26
O=C(Nc1ccc(SC(F)F)cc1)c1ccc(F)cc1	-5	3.1	-3	2	1	-9	-3	9	-2
CCCN(CC(=O)Nc1ccc(Cl)cc1Cl)C(=O)/C=C/c1cc(OC)ccc1OC	-7	2.4	6[fluorescence artefact?]	0	3	-30	-8	-17	-2
O=c1c2c(nc3c(-c4ccccc4)c[nH]n13)CCC2	-109	0.2	-16	-7	2	-26	-12	-11	-2
CCOC(=O)N1CCN(C(=O)C2CCN(Cc3nc(-c4ccccc4C)oc3C)CC2)CC1	-8	0.3	13	2	3	-22	-4	-9	0
COc1ccc(C(F)(F)F)cc1N/C=C\c1nnnn1-c1ccccc1	-14	0.3	-14	0	0	-4	-22	-26	2
CCOC(=O)N1CCC(N(CCCOC)C(=O)Nc2cccc(OC)c2)CC1	5	1.0	4	0	0	-20	-5	-17	0
CCc1ccc(Nc2nnc(SCC(=O)N(C)CC(=O)Nc3ccccc3CC)s2)cc1	-10	1.1	-6[fluorescence artefact?]	-7	2	-9	-4	-2	-6
O=C(O)Cc1c(-c2ccccc2)c2cc(Br)ccc2[nH]c1=O	-11	0.6	3	-1	11	0	-20	0	1
CN=c1scc(-c2ccccc2F)n1/N=C/c1ccc(O)c(O)c1O	-4	-0.8	8	18	122*	2	8	-54	44
Cc1ccnc(NS(=O)(=O)c2ccc(NC(=O)C34CC5CC(C)(CC(C)(C5)C3)C4)cc2)n1	0	1.1	-13	-8	1	-13	-9	-15	-15
CCOC(=O)c1cn2nc(Oc3cccc(C(F)(F)F)c3)ccc2n1	3	0.0	2	-1	12	-3	-19	-6	-2
Cc1ccc(C(=O)OCc2ccc3c(c2)OCO3)cc1S(=O)(=O)N1CCCCC1	-3	1.6	5	-2	0	6	10	1	-1
COc1ccc(CCn2nnnc2C(C(C)C)N2CCN(c3ncccn3)CC2)cc1OC (configuration not stated)	-13	0.0	-7	1	2	-6	6	-1	0
CC(NC(=O)OCc1ccccc1)C(=O)NCC(=O)NC(Cc1ccc(OC(C)(C)C)cc1)C(=O)OC(C)(C)C (configuration not stated)	4	2.8	-5	-8	1	-5	26	-11	-5
O=C(CCN1CCCCC1)NCC1OCCc2ccccc21 (configuration not stated)	-2	0.0	9	-4	-6	3	4	-18	1
COc1ccc(OC)c(-n2c(SC)nnc2-c2c[nH]c3ccccc23)c1	0	-0.5	7	2	3	-21	3	2	-4
O=c1c(O)c(-c2cccs2)oc2ccc(Cl)cc12	-30	1.5	6[fluorescence artefact?]	58*	1	30	-4	-33	7
CCCN1CCN(C(=S)Nc2ccc([N+](=O)[O-])cc2)CC1	-1	0.4	-8[fluorescence artefact?]	-2	0	-13	-13	-6	4
NS(=O)(=O)c1ccc(NC(=O)COC(=O)COc2ccccc2)cc1	-29	0.5	-4	-2	-12	-3	16	0	3
O=C(C/C=N/OCc1ccc(F)cc1Cl)c1cnc(-c2ccccc2)s1	-20	0.0	-13	-4	1	-14	-4	-11	-3
Cc1c(Cl)c([N+](=O)[O-])nn1CC(=O)NC12CC3CC(CC(C3)C1)C2	-11	-0.3	-1	-3	0	-13	-9	-5	1
Fc1ccc(COc2cccc3cccnc23)cc1	-5	1.5	-11	1	1	-8	-2	-13	-1
COCCN1C(=O)C(CC(=O)Nc2ccc(C(=O)O)cc2)SC1=Nc1ccccc1 (configuration not stated)	-6	1.7	1	-5	-5	-15	0	-17	2
NNC(=O)c1cc2c(N3CCC(Cc4ccccc4)CC3)ncnc2s1	-6	-0.3	-12	-4	12	-5	-10	-3	-3
Cc1cc(C)c(NC(=O)c2sc3nc4c(cc3c2N)C(=O)CC(C)(C)C4)c(C)c1	-3	/	1	5	-9	-3	3	5	5
O=C(Nn1c(=O)[nH]c2ccsc2c1=O)c1ccccc1	-2	0.6	5	-1	-1	-1	-4	-8	0
Cc1ccc(CN2CCN(C(=O)CCN3C(=O)c4ccccc4C3=O)CC2)cc1	2	0.8	-9	5	0	-4	-6	-13	108*
C=CCNc1ncnc2c1[nH]c1ccc(Cl)cc12	-11	3.6	4	1	-2	-12	-6	-7	1
COc1ccc(-n2c(O)c(/C=N/Nc3nc(C)cc(C)n3)c3ccccc3c2=O)cc1OC	13	41	15	7	15	-6	3	0	2
CC(C)=CCN1CCN(Cc2cnc(N3CCCC3)s2)CC1CCO (configuration not stated)	-5	-0.7	-6	5	21	-15	-6	2	-1
Cc1cc(Cl)ccc1OCC(=O)NN1C(=O)C2C3C=CC(C3)C2C1=O (configuration not stated)	0	-0.5	-5	2	19	-6	3	-14	1
CCc1ccc(-n2cc(-c3ccc([N+](=O)[O-])cc3)[nH]c2=S)cc1	-6	0.2	-2	-2	8	-10	-1	-15	7
CC(=O)Nc1ccc(NC(=O)COC(=O)Cc2c[nH]c3ccccc23)cc1	-5	0.8	-3	-1	-2	-2	4	18	-1
COc1ccc(S(=O)(=O)Nc2cccc(Cl)c2)cc1OC	-9	0.8	-3	-9	2	10	26	4	-4
CCCc1cc(-c2n[nH]c(=S)n2CC)cs1	1	12	-8	13	21	-20	-4	13	4
CCOc1ccc2[nH]c(=O)c(CN(CCO)C(=O)c3ccc(Br)cc3)cc2c1	4	0.4	28	-7	1	-23	-4	-11	-3
CN(C)c1ccc(C2Nc3ccccc3C(=O)N2NS(=O)(=O)c2ccccc2)cc1 (configuration not stated)	-3	2.6	-11	-2	-2	-5	-12	-8	-1
CCn1c(=O)c([N+](=O)[O-])c(NCC(O)c2ccccc2)c2ccccc21 (configuration not stated)	-2	0.1	7[fluorescence artefact?]	3	2	-17	-9	-46	5
COc1ccccc1NC(=O)c1c(N=Cc2c(O)ccc3ccccc23)cnn1C	-20	-0.2	-2	-34	20	-29	-17	-10	5
Cc1nc(NC(C)C(=O)O)c2nc(C)oc2n1 (configuration not stated)	-12	0.0	5	-8	-1	-10	6	-9	-3
O=C(COC(=O)c1ccco1)Nc1cccc(Br)c1	-1	-0.1	-2	2	1	-8	3	-8	-2
Cc1nonc1OCCN1CCN(c2ccc([N+](=O)[O-])cc2)CC1	2	0.5	-7	-3	12	-7	-23	-10	-4
COCCN1C=C(C(=O)OC)C(c2cc(Br)c(OC)c(OC)c2)C(C(=O)OC)=C1	-3	-0.5	7	142*	68*	-4	-5	-12	73*
Cc1ccnn2cc3c(=O)n(C)c(=O)n(C)c3c12	-10	0.0	-5	-12	0	-4	-7	-4	/

Two entries from above, bar-delimited:
SMILES | p47phox inh | L929 necroptosis | 14-3-3 Bad PPI | Runt-SMMHC FRET | Hck-Nef inh | EBV gp42 block | Tb hexokinase | MDM2 E3 inh | Runt-CBFb FRET
CCCc1cc(-c2n[nH]c(=S)n2CC)cs1 | 1 | 12 | -8 | 13 | 21 | -20 | -4 | 13 | 4
CCOc1ccc2[nH]c(=O)c(CN(CCO)C(=O)c3ccc(Br)cc3)cc2c1 | 4 | 0.4 | 28 | -7 | 1 | -23 | -4 | -11 | -3

Additional results follow:
SMILES	p47phox inh	L929 necroptosis	14-3-3 Bad PPI	Runt-SMMHC FRET	Hck-Nef inh	EBV gp42 block	Tb hexokinase	MDM2 E3 inh	Runt-CBFb FRET
CCOC(=O)c1ccc(NCc2ccc3c(c2)OCO3)cc1	-10	0.3	-2	2	-2	4	6	-12	-4
O=C(O)C(CO)N=Cc1c(O)c2ccccc2oc1=O (configuration not stated)	-18	0.5	8	0	15	-3	-18	-10	-2
Cc1ccc(C(=O)COC(=O)CCC(=O)NC2CCCCC2)cc1[N+](=O)[O-]	2	18	-2	2	21	-21	-5	2	-1
O=c1[nH]c(SCc2ccc([N+](=O)[O-])cc2)nc2[nH]ncc12	-3	14	-8	1	18	-16	1	-2	0
O=C(c1ccco1)N1CCCN(C(=O)c2ccco2)CC1	-1	-0.1	5	2	-13	-18	0	-15	0
O=C(CN1CCN(Cc2ccccc2F)C1=O)NCc1ccco1	-18	-0.4	7	1	-2	6	-7	-10	3
Cc1cnc(NC(=O)c2ccc(OCC3CCCO3)cc2)s1 (configuration not stated)	3	75*	2	1	59*	-19	7	-62	1
Cc1ccc2ncccc2c1[N+](=O)[O-]	-10	0.2	15[fluorescence artefact?]	0	0	6	21	-4	2

Of the compounds above, 9 contain an aryl methoxy group.
SMILES	p47phox inh	L929 necroptosis	14-3-3 Bad PPI	Runt-SMMHC FRET	Hck-Nef inh	EBV gp42 block	Tb hexokinase	MDM2 E3 inh	Runt-CBFb FRET
CCCN(CC(=O)Nc1ccc(Cl)cc1Cl)C(=O)/C=C/c1cc(OC)ccc1OC	-7	2.4	6[fluorescence artefact?]	0	3	-30	-8	-17	-2
COc1ccc(C(F)(F)F)cc1N/C=C\c1nnnn1-c1ccccc1	-14	0.3	-14	0	0	-4	-22	-26	2
CCOC(=O)N1CCC(N(CCCOC)C(=O)Nc2cccc(OC)c2)CC1	5	1.0	4	0	0	-20	-5	-17	0
COc1ccc(CCn2nnnc2C(C(C)C)N2CCN(c3ncccn3)CC2)cc1OC (configuration not stated)	-13	0.0	-7	1	2	-6	6	-1	0
COc1ccc(OC)c(-n2c(SC)nnc2-c2c[nH]c3ccccc23)c1	0	-0.5	7	2	3	-21	3	2	-4
COc1ccc(-n2c(O)c(/C=N/Nc3nc(C)cc(C)n3)c3ccccc3c2=O)cc1OC	13	41	15	7	15	-6	3	0	2
COc1ccc(S(=O)(=O)Nc2cccc(Cl)c2)cc1OC	-9	0.8	-3	-9	2	10	26	4	-4
COc1ccccc1NC(=O)c1c(N=Cc2c(O)ccc3ccccc23)cnn1C	-20	-0.2	-2	-34	20	-29	-17	-10	5
COCCN1C=C(C(=O)OC)C(c2cc(Br)c(OC)c(OC)c2)C(C(=O)OC)=C1	-3	-0.5	7	142*	68*	-4	-5	-12	73*
